# Assay outcomes (PubChem)
# aSyn yeast inh = qHTS of alpha-syn Inhibitors | Yeast expressing alpha-synuclein, growth rescue, BacTiter-Glo, 24 h | Potency, µM (highest dose often 46.1 µM), without a hit: at the highest dose growth rescue (activation), most hits filed as activators | 370,000 tested, 0.14% active | AID 652106, 2013; also: potency is read from the fitted curve at half-maximal effect; % of control where 0% means no effect; nearly all actives have a fitted effect of over 65% in size
#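 Rescue of yeast growth: cells expressing toxic alpha-synuclein, induced in galactose at OD600 0.02, incubated with compound 24 h at 30 C. ATP luminescence quantified growth; inhibitors of toxicity appear as activators.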
# FUS yeast rescue = qHTS for Suppressors of FUS Proteinopathy: Primary screen using FUS-linked yeast assay. S. cerevisiae FUS-expressing, growth rescue, OD600, 24 h. Potency, µM (series often up to 76.6 µM), inactives show at the highest dose growth rescue (activation), usual class: activators. 390,000 tested, 0.24% active. AID 1347120, 2019;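 also: potency is read from the fitted curve at half-maximal effect; plate controls were DMSO vehicle for no effect and reference control for full effect; nearly all actives have a fitted effect of over 55% in size; some results filed as inactive show a strong effect at the top dose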
#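 Galactose (2%) drives FUS expression in yeast precultured in raffinose; seeding density OD 0.005. Test compounds incubated 24hr at 30C and 99% humidity before absorbance at 600 nm was measured.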
# EPAC1 antagonist = qHTS for Antagonist of cAMP-regulated guanine nucleotide exchange factor 3 (EPAC1): primary screen | AID 720709, 2013 | EPAC1 GEF assay, Rap1b-BODIPY-GDP exchange fluorescence | 360,000 tested, 0.14% active | Potency, µM (top dose mostly 115 µM), without a hit: top-dose activity change, negative = inhibition, hits mostly inhibitors | Rap guanine nucleotide exchange factor 3 (Homo sapiens), O95398;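 also: potency is read from the fitted curve at half-maximal effect; plate controls were vehicle for no effect and positive control for full effect; nearly all actives have a fitted effect of over 50% in size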
# Target sequence (O95398 whole entry, looked up): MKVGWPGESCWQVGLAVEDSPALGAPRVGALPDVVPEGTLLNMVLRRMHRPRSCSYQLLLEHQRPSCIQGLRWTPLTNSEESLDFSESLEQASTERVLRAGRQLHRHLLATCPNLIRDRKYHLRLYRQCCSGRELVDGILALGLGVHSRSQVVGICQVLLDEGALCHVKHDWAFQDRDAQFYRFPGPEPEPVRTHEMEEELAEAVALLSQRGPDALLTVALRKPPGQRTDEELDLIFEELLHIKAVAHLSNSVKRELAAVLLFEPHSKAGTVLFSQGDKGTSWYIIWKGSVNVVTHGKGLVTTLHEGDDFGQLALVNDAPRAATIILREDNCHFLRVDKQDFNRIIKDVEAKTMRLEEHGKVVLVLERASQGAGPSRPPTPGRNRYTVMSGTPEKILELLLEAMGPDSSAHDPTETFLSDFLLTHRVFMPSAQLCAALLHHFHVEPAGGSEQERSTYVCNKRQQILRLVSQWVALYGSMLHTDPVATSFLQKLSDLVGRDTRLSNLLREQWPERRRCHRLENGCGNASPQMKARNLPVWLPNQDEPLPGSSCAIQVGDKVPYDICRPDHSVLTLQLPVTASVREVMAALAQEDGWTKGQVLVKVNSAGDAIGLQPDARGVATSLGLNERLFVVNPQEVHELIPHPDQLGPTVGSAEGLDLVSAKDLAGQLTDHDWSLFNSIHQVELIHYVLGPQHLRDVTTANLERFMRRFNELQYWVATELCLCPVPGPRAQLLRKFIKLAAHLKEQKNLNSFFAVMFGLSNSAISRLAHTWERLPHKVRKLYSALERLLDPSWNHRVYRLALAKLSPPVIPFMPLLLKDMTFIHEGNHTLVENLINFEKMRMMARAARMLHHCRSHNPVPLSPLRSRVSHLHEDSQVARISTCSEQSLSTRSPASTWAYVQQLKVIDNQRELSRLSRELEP
# EPAC1 ag = qHTS for Agonist of cAMP-regulated guanine nucleotide exchange factor 3 (EPAC1): primary screen; Rap guanine nucleotide exchange factor 3 (Homo sapiens), O95398; EPAC1 agonist qHTS, biochemical assay; response scale: 100% = response to 6.5 mM cAMP; Potency, µM (highest dose often 154 µM), for inactives: at the highest dose activation, hits mostly activators; 360,000 tested, 0.073% active; AID 720707, 2013; also: potency is read from the fitted curve at half-maximal effect; nearly all actives have a fitted effect of over 60% in size
#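 EPAC1 100 nM, Rap1B–BODIPY-GDP 250 nM, unlabeled GDP 50 uM; compound titration; 5 min RT; kinetic read ex480/em540 at 5-min intervals ×30 min; data normalized to 6.5 mM cAMP agonist control.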
# PI5P4K alpha inh = qHTS for Inhibitors of phosphatidylinositol 5-phosphate 4-kinase (PI5P4K). Phosphatidylinositol 5-phosphate 4-kinase type-2 alpha (Homo sapiens), P48426. PI5P4Kalpha enzyme, ADP-Glo luminescence, 60 min; active compounds read low. max response, %. 330,000 tested, 1.2% active. AID 652105, 2013; active = max response of -50% or lower; inconclusive = between -30% and -50%; inactive = -30% or higher; also: value at the top dose of about 77 µM; % is scaled to controls: 0 for no effect and ±100 for the full control effect
#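 Enzyme plus substrate dispensed, test compounds pinned in, then ATP (5 microM final) added. After 60 min at RT, ADP-Glo reagent 1 for 45 min and reagent 2 for 30 min preceded luminescence imaging.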
# Abeta yeast res = qHTS for compounds that reverse cellular toxicity of Amyloid beta (A-beta) peptide in yeast: Primary Screen. Potency, µM (series often up to 46.1 µM), for the others: at the highest dose growth rescue, actives largely listed as activators. 410,000 tested, 0.063% active. yeast expressing A-beta42, growth rescue, OD600, 48 h; response scale: 0% DMSO, 100% iron-clioquinol control; also: potency is read from the fitted curve at half-maximal effect; nearly all actives have a fitted effect of over 55% in size
#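 Growth rescue measured by 600 nm absorbance after 48 h yeast culture at 30 C with compound. Values normalized between DMSO and an equimolar ferric chloride plus clioquinol control.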
# IL2 activator = qHTS of IL-2 Activators. activation, % (series mostly up to about 46 µM). IL-2 activation reporter assay, cell-based qHTS; stimulated with anti-CD3/CD4/CD28 beads; in transgenic mouse T cells. 360,000 tested, 0.065% active; in the data active = activation above about 50%; inconclusive = mostly about 30% to 49%; also: 0% is about no effect
#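 Screening format: compound pinned onto unstimulated transgenic mouse T cells, 60 min incubation, then anti-CD3/anti-CD4/anti-CD28 bead stimulation for 18 hours at 37 degrees C, followed by EGFP and DsRed detection.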
# WRN inhibitor = qHTS for Inhibitors of WRN Helicase; Potency, µM (series often up to 114 µM), inactives show at the highest dose activity change, negative = inhibition, usual class: inhibitors; WRN helicase unwinding, fluorescent forked duplex, kinetic; 360,000 tested, 0.46% active; AID 651768, 2012; also: potency is read from the fitted curve at half-maximal effect; % is scaled to controls: 0 for no effect and ±100 for the full control effect; nearly all actives have a fitted effect of over 55% in size
#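 Screening of the MLSMR collection measured strand separation of a quenched forked DNA duplex (100 nM) by 20 nM WRN with 2 mM ATP, all final. Compounds were preincubated with enzyme 15 min at room temperature.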
# PLK1 PBD inh = qHTS for Inhibitors of PLK1-PDB (polo-like kinase 1 - polo-box domain): Primary Screen; Plk1 PBD binding of FITC phosphopeptide, fluorescence polarization; Potency, µM, for the others: max response, negative = inhibition, usual class: inhibitors; 360,000 tested, 2.8% active; AID 720504, 2013; also: potency is read from the fitted curve at half-maximal effect; series mostly up to about 57 µM; % is scaled to controls: 0 for no effect and ±100 for the full control effect; nearly all actives have a fitted effect of over 65% in size
# The depositor's hits bear a star; ? = inconclusive; nt = no result given; & = joins results of further samples; [ ] = remark or other dose. Unless noted, calls follow the shape of the dose curve; as a rule, active = well fitted curve in the direction sought with a large enough effect; inconclusive = small, poorly fitted or top-dose-only effect, or another doubt; inactive = no such curve, though single readings can be large; an effect the other way counts as inactive or inconclusive. The order is random; any-hit rate near 4.1%.
entry	Compound	aSyn yeast inh	FUS yeast rescue	EPAC1 antagonist	EPAC1 ag	PI5P4K alpha inh
1	COc1ccc(OCc2cc(C(=O)N3CCN(CC(=O)N(C)C)CC3)no2)c(Cl)c1	-2%	5%	-8%	-8%	1
2	CCCc1nn(C(=O)c2ccccc2)c2c1C(=O)CC(C)(C)C2	9%	-20%	7%	5%	nt
3	COc1cc2c(cc1NC(=O)CN(C)Cc1nc3ccccc3c(=O)[nH]1)oc1ccccc12	5%	15%	-2%	14%	-4
4	COC(=O)C1C(c2ccccc2)C(C(=O)N2CCN(C)CC2)C1c1ccccc1 (stereo unspecified)	-1%	13%	2%	2%	nt
5	O=C(CSc1nnc(-c2ccco2)o1)N1CCCCC1	1%	36%	-2%	1%	4
6	O=C(CSc1ncccn1)NC(=O)NCc1ccccc1	-2%	17%	-1%	0%	-3
7	COc1ccc(C)cc1S(=O)(=O)NC(C)c1cnn(-c2ccccn2)c1C (stereo unspecified)	-2%	13%	4%	2%	2
8	Cn1nc(-c2ccc(C(=O)NC3CCCCC3)cc2)c2ccccc2c1=O	5%	-6%	-6%	1%	-6
9	O=[N+]([O-])c1cccc(-c2c(-c3ccccc3)ncc3cc(F)ccc23)c1	-14%	36%	-12%	2%	0
10	CCCN1CCC(=O)N(CCO)CC1	0%	-23%	11%	15%	-1

entry	Abeta yeast res	IL2 activator	WRN inhibitor	PLK1 PBD inh
1	-5%	9.2	-14%	-13%
2	-2%	-1.3	-5%	-8%
3	9%	-2.8	-13%	-7%
4	-1%	-3.9	-2%	-13%
5	-9%	-0.8	11%	-24%
6	-9%	-3.9	-6%	-11%
7	-8%	-2.4	-30%	-12%
8	-1%	-1.3	-10%	-4%
9	-21%	-2.1	-11%	-16%
10	3%	2.3	2%[11.6 µM]	-8%

# Other structures
entry	Compound	aSyn yeast inh	FUS yeast rescue	EPAC1 antagonist	EPAC1 ag	PI5P4K alpha inh
11	Cc1c(OC(C)C(=O)NCC2CCC(C(=O)O)CC2)ccc2c(-c3ccccc3)cc(=O)oc12 (stereo unspecified)	-3%	-11%	?	-10%	0
12	COc1ccccc1CC(=O)N1CCN(S(=O)(=O)c2ccccc2)CC1	4%	-6%	2%	12%	2
13	COc1ccc(-c2csc3ncnc(N4CCN(S(=O)(=O)c5cccc(C(F)(F)F)c5)CC4)c23)cc1	13%	5%	-5%	3%	-1
14	COc1cccc(N(CC(=O)NCCSCc2ccco2)S(=O)(=O)c2ccccc2)c1	6%	12%	?	13%	-17
15	Cc1ccc(S(=O)(=O)NCC(=O)N(CC(=O)NCC2CCCO2)Cc2ccccc2Cl)cc1 (stereo unspecified)	8%	2%	-8%	-10%	1
16	CCN1CCN(C(=O)C2CCCN(c3ncnc4c3nc3n4CCCCC3)C2)CC1 (stereo unspecified)	0%	?	8%	0%	4
17	COc1ccc(C(NC(=O)C2CCN(CCOc3ccc(Cl)cc3Cl)CC2)c2ccccc2C)cn1 (stereo unspecified)	-45%[inhibitor]	27%	-9%	-7%	18
18	CN(C)CCN(C(=O)C1=COCCO1)c1nc2ccc(F)cc2s1	0%	7%	-3%	-19%	3
19	CCOC(=O)C1CCN(C(=O)COc2ccc(Br)cc2)CC1	8%	19%	13%	1%	nt
20	O=C(Nc1ccccc1)c1ccc(NCc2cccnc2)c(S(=O)(=O)N2CCOCC2)c1	-4%	18%	-15%	20%	4

entry	Abeta yeast res	IL2 activator	WRN inhibitor	PLK1 PBD inh
11	-5%	-0.2	-7%	-19%
12	-4%	-3.3	-3%	-16%
13	12%	-0.8	-2%	2%
14	6%	-2.5	3%	-17%
15	-19%	0.0	4%	-2%
16	13%	-1.9	2%	-8%
17	-3%	-0.6	-12%	3%
18	-12%	2.4	-2%	3%
19	11%	-1.8	8%	-1%
20	4%	0.6	-11%	-7%

# Single records, as listed above.
# `COc1cccc(N(CC(=O)NCCSCc2ccco2)S(=O)(=O)c2ccccc2)c1` in the list: aSyn yeast inh = 6%; FUS yeast rescue = 12%; EPAC1 antagonist = ?; EPAC1 ag = 13%; PI5P4K alpha inh = -17; Abeta yeast res = 6%; IL2 activator = -2.5; WRN inhibitor = 3%; PLK1 PBD inh = -17%
# `CCN1CCN(C(=O)C2CCCN(c3ncnc4c3nc3n4CCCCC3)C2)CC1` (stereo unspecified) in the list: aSyn yeast inh = 0%; FUS yeast rescue = ?; EPAC1 antagonist = 8%; EPAC1 ag = 0%; PI5P4K alpha inh = 4; Abeta yeast res = 13%; IL2 activator = -1.9; WRN inhibitor = 2%; PLK1 PBD inh = -8%
# `COC(=O)C1C(c2ccccc2)C(C(=O)N2CCN(C)CC2)C1c1ccccc1` (stereo unspecified) in the list: aSyn yeast inh = -1%; FUS yeast rescue = 13%; EPAC1 antagonist = 2%; EPAC1 ag = 2%; PI5P4K alpha inh = nt; Abeta yeast res = -1%; IL2 activator = -3.9; WRN inhibitor = -2%; PLK1 PBD inh = -13%

# (further entries)
entry	Compound	aSyn yeast inh	FUS yeast rescue	EPAC1 antagonist	EPAC1 ag	PI5P4K alpha inh
21	Fc1ccc(C(c2nnnn2C2CCCC2)N2CCc3ccccc32)cc1 (stereo unspecified)	-2%	30%	-16%	7%	2
22	CCOc1ccccc1NC(=O)COC(=O)COc1cccc2c1OC(C)(C)C2	-1%	-6%	-7%	10%	3
23	CN1CCN(C2CN(Cc3cn(Cc4ccc(Cl)cc4)nn3)S(=O)(=O)C2)CC1 (stereo unspecified)	-14%	-3%	11%	-13%	6
24	Cc1sc(NC(=O)c2ccccc2F)c(CN2CCCCC2)c1C	3%	6%	27%	-7%	2
25	O=C(Nc1cccc(S(=O)(=O)Nc2ccc(SC(F)F)cc2)c1)C1CCC1	3%	17%	-19%	7%	2
26	COc1ccc(OC)c(-c2cc(C(=O)NCc3ccc(Cl)cc3)no2)c1	5%	-8%&-12%	23%	-7%	3
27	CC1CCCC(C)N1CCCNC(=O)c1csc2c1CCCCC2 (stereo unspecified)	7%	-11%	-20%	12%	4
28	Cc1ccc(Oc2ccc(NC(=O)CCC(=O)OCC(=O)c3cccs3)cc2)cc1C	-11%	nt	2%	-6%	0
29	COc1ccc(NC(=O)CCCN2C(=O)CN(C)C2=O)cc1Cl	-1%	14%	-26%	6%	-2
30	CN(C)c1ccc(N=Cc2nc(-c3ccccc3)oc2O)cc1	3%	nt	101%[activator]	23%	2

entry	Abeta yeast res	IL2 activator	WRN inhibitor	PLK1 PBD inh
21	0%	-3.3	-6%	-6%
22	6%	0.4	-5%	1%
23	-4%	0.3	-1%	-3%
24	15%	-0.8	-20%[57.1 µM]	7%
25	13%	-0.7	-9%	-4%
26	-10%&-3%	0.5	1%	4%
27	5%	-0.8	5%	-11%
28	-7%	6.0	3%	-6%
29	-12%	-0.1	1%	1%
30	0%	28	?	13µM*

# Single values from the results shown.
# Reading of compound 24 in IL2 activator: -0.8
# Reading of compound 25 in WRN inhibitor: -9%
# Reading of compound 21 in EPAC1 ag: 7%
# Reading of compound 29 in Abeta yeast res: -12%
# Reading of compound 28 in EPAC1 ag: -6%
# Reading of compound 23 in PLK1 PBD inh: -3%

# (continued)
entry	Compound	aSyn yeast inh	FUS yeast rescue	EPAC1 antagonist	EPAC1 ag	PI5P4K alpha inh
31	COc1ccccc1NC(=O)CN1CCOCC1	-1%	-19%	14%	9%	-2
32	Cc1ccc(C2(CCNCc3ccc(N(C)C)cc3)CCOC(C(C)C)C2)cc1 (stereo unspecified)	-2%	17%	-6%	-7%	24
33	O=C(COc1ccc(Oc2ccccc2)cc1)NC1CCS(=O)(=O)C1 (stereo unspecified)	3%	11%	-7%	-5%	-4
34	Cc1ccc(/C=N/n2c(C)nnc2C)o1	3%	-15%	7%	1%	-29
35	COc1ccc(-c2ccc(C(=O)NC(C)C)c3occc23)c(C)c1	-2%	16%	-6%	7%	4
36	NC(=O)Cn1nc([N+](=O)[O-])nc1Oc1ccc(Br)cc1	6%	-3%	-11%	-5%	-3
37	COC(=O)CCN(C(=O)c1ccc(OC(C)=O)cc1)c1ccccn1	1%	-16%	0%	2%	1
38	CCC(C(=O)N1CCN(Cc2ccc3c(c2)OCO3)CC1)n1nnc2ccccc2c1=O (stereo unspecified)	0%	10%	9%	5%	1
39	CC(C)=CC(=O)Nc1ccc(Br)cc1	-27%	-10%	5%	13%	nt
40	COc1ccc(CN2C(=O)C(=O)N(CC(N)=O)C2=O)cc1	-1%	1%	8%	0%	2

entry	Abeta yeast res	IL2 activator	WRN inhibitor	PLK1 PBD inh
31	1%	-0.7	1%	-7%
32	27%	-1.0	-5%	3%
33	4%	-0.4	3%	0%
34	-6%	-0.8	5%	21µM*
35	-26%	-0.5	-6%	-6%
36	10%	0.4	-2%	2%
37	18%	0.4	-9%	0%
38	10%	-1.1	-5%	0%
39	-16%	-1.8	-1%	-6%
40	5%	-1.8	9%	-9%

# Entries listed above that bear a hit mark in PLK1 PBD inh.
item | SMILES | EPAC1 antagonist | PI5P4K alpha inh | IL2 activator | WRN inhibitor | PLK1 PBD inh
30 | CN(C)c1ccc(N=Cc2nc(-c3ccccc3)oc2O)cc1 | 101%[activator] | 2 | 28 | ? | 13µM*
34 | Cc1ccc(/C=N/n2c(C)nnc2C)o1 | 7% | -29 | -0.8 | 5% | 21µM*
